ERK EGF inh: qHTS Assay for Inhibitors of the ERK Signaling Pathway using a Homogeneous Screening Assay; Stimulation with EGF. HEK293-V1b, EGF-stimulated phospho-ERK AlphaScreen. AID 1454, 2008. Potency, µM (series often up to 11.5 µM), without a hit: at the top dose activity change, negative = inhibition, hits mostly inhibitors. 130,000 compounds, 0.41% hits; active = well fitted inhibition curve with a large enough effect; inconclusive = small, poorly fitted or top-dose-only effect, or effect the other way;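 note: plate controls were stimulated vehicle wells for no effect and unstimulated vehicle basal for full effect; nearly all actives have a fitted effect of over 55% in size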
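Phospho-ERK1/2 measured by AlphaScreen (SureFire) after 5 min 25 nM EGF stimulation of V1b-expressing HEK293 cells preincubated 30 min at 37C with titrated compounds; data scaled to DMSO and EGF controls, Hill-fitted AC50.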
* hit, by the source's call; ? = inconclusive; & = joins results of further samples; [ ] = remark or other dose. Potency is the fitted concentration of half-maximal effect.

The opening 5 entries as a preview:
| compound | ERK EGF inh |
| --- | --- |
| CCCc1sc(N/N=C/c2ccccn2)nc1-c1ccc(Br)cc1 | -1% |
| Cc1ccc(-c2cc(C(=O)OCC(=O)N(C)C3CCS(=O)(=O)C3)c3ccccc3n2)o1 (centres undefined) | 0% |
| Nc1cc(-c2cccc([N+](=O)[O-])c2)[nH]n1 | 10% |
| CN1/C(=C\C(=O)Nc2cccc(Cl)c2)C(C)(C)c2ccccc21 | 8% |
| COc1ccccc1CNC(=O)CSc1ccc(-c2ccncc2)nn1 | 0% |

The list itself, from the start:
| compound | ERK EGF inh |
| --- | --- |
| CCCc1sc(N/N=C/c2ccccn2)nc1-c1ccc(Br)cc1 | -1% |
| Cc1ccc(-c2cc(C(=O)OCC(=O)N(C)C3CCS(=O)(=O)C3)c3ccccc3n2)o1 (centres undefined) | 0% |
| Nc1cc(-c2cccc([N+](=O)[O-])c2)[nH]n1 | 10% |
| CN1/C(=C\C(=O)Nc2cccc(Cl)c2)C(C)(C)c2ccccc21 | 8% |
| COc1ccccc1CNC(=O)CSc1ccc(-c2ccncc2)nn1 | 0% |
| CCCc1nc2c(nnn2Cc2ccccc2Cl)c(=O)[nH]1 | -9% |
| CCOc1ccc(NC(=O)CN(C)CC(=O)Nc2ccccc2SC)cc1OCC | -8% |
| O=C(CNC(=S)NC(=O)c1ccccc1Br)c1ccccc1 | -3%[57.5 µM] |
| CCSc1nnc([C@@H](NC(=O)OC(C)(C)C)C(C)C)o1 | -6%[57.5 µM] |
| CC(=O)CSc1ccc(C(=O)O)cn1 | 7% |
| O=C(NC1CC2CCC(C1)N2Cc1ccco1)c1ccccc1 (centres undefined) | 7% |
| COCCn1c(=O)c(-c2cc(F)cc(F)c2)nc2cnc(N3CCNCC3)nc21 | 3% |
| COCCNC(=O)C(c1ccc(Cl)cc1)N(CCOC)C(=O)CCC(=O)Nc1nccs1 (centres undefined) | -10% |
| CCO[C@@H]1OC(C(=O)NCc2ccccc2)=C[C@H](c2ccc3c(c2)OCO3)[C@H]1CCCO | 2%[57.5 µM] |
| CSc1cccc(CN2CCN(CCC(C)C)C(CCO)C2)c1 (centres undefined) | -9% |
| CCOc1ccc(Oc2ccccc2NC(=O)CCNC(C)=O)cc1 | 13% |
| CN(C)C(=O)c1ccc2c3c(cccc13)CC2 | 3% |
| CC1=NOC(=O)/C1=C/c1ccc(O)cc1 | 13% |
| Cc1cc(CNCc2cn(C)nc2-c2ccc(Oc3ccccc3)cc2)on1 | -7%[57.5 µM] |
| COc1cc(/C=N/n2c(-c3n[nH]c4c3CCC4)n[nH]c2=S)ccc1O | -5%[57.5 µM] |
| O=C(COC(=O)Cc1ccc(Cl)cc1Cl)Nc1ccc(OC(F)F)cc1 | -4% |
| O=C(c1ccco1)N1CCC2(CC1)CCN(c1cccc(-c3ccccc3)c1)CC2 | 8% |
| COc1ccc(NC(=O)CN2CCc3ccccc3C2)cc1S(=O)(=O)N1CCOCC1 | 5% |
| COc1ccc(C(=O)NCCCc2nc3ccccc3n2Cc2ccccc2C)cc1OC | 8% |
| COC(=O)CN(c1ccccc1F)S(=O)(=O)c1ccc(C)cc1 | 3% |
| COC(=O)[C@@H]1CC[C@H](C)[C@@H](c2ccc(C)cc2)N1C(=O)c1ccc(/C=N/OC[C@@H](O)[C@H]2O[C@@H]3OC(C)(C)O[C@@H]3[C@H]2O)cc1 | 5% |
| COC(=O)c1cc(OC)cc(O)c1C(=O)c1c(O)cc(C)cc1O | -12%[57.5 µM] |
| COc1ccc(/C(C)=N\O)cc1OC | -5%[57.5 µM] |
| CC1CN(S(=O)(=O)c2ccc(C(=O)NN3CCN(C)CC3)cc2)CC(C)O1 (centres undefined) | 3% |
| Fc1ccccc1-c1n[nH]c(=S)n1CC1CCCO1 (centres undefined) | -2% |
| CNC(CC(=O)O)C(=O)O (centres undefined) | 16% |
| COCCNC(=S)Nc1cc(S(=O)(=O)N2CCOCC2)ccc1N1CCCCC1 | -2% |
| CC(C)C(=O)N(Cc1ccc(F)cc1)Cc1nc2ccccc2c(=O)[nH]1 | 7% |
| CCOc1ccccc1N1CCN(C(=S)NCc2ccc(Cl)cc2)CC1 | 1% |
| Cc1ccccc1Nc1nnc(SCc2nc3ccccc3c(=O)[nH]2)s1 | -7% |
| CCOC(=O)c1nnc(-c2ccccc2)[nH]c1=O | -8% |
| Cc1cc(CNCc2c(C(=O)N3CCCCCCC3)nc3ccc(Cl)cn23)nn1C | 1% |
| CC(C)(C)c1ccc(C2CC2C(=O)N/N=C\c2ccc[nH]2)cc1 (centres undefined) | 3% |
| CC(C)(C)c1ccc(OC(=O)Nc2ccc(O)c(C(=O)O)c2)cc1 | -1%[57.5 µM] |
| C/C(N)=C(/C#N)C(=O)COC(=O)CNS(=O)(=O)c1ccc(C)cc1 | -8% |
| CCSc1nnc(NC(=O)CSc2nnc(C)c(=O)n2N)s1 | 4% |
| Fc1ccc(-c2[nH]ncc2CN(CC2CCC2)CC2CCCO2)c(F)c1 (centres undefined) | -7% |
| CC1CCN(CC(=O)Nc2cc(C(F)(F)F)ccc2Cl)CC1 | 8% |
| c1cnc2c(c1)ncc1cscc12 | 4% |
| COc1ccc(/C=N/NC(=O)CSc2n[nH]c(=O)[nH]c2=O)cc1 | 4% |

Given with the structure last: two of the compounds above
ERK EGF inh	structure
4%	c1cnc2c(c1)ncc1cscc12
4%	CCSc1nnc(NC(=O)CSc2nnc(C)c(=O)n2N)s1

Next compounds:
| compound | ERK EGF inh |
| --- | --- |
| Cn1ncc(Cl)c1C(=O)Nc1cc(C(F)(F)F)ccc1F | 5% |
| Cc1ccc(NC(=O)C(=O)NN)cc1 | 0%[57.5 µM] |
| CC(C)CC(=O)Nc1cccc(-c2nc3ccccc3[nH]2)c1 | ? |
| COc1ccc(C(C(=O)NC(C)C)N(C(=O)CCC(=O)Nc2nccs2)c2ccccc2F)cc1 (centres undefined) | 0% |
| Cn1cnnc1Sc1ccc(C(=O)OCC(=O)Nc2ccccc2)cc1[N+](=O)[O-] | -1% |
| Cc1ccc(S(=O)(=O)N2CC=C(C(=O)NCc3ccccc3)CC2)cc1 | 10% |
| O=C(CSc1nc2ccccc2c(=O)n1-c1ccc(F)c(Cl)c1)Nc1cccc(S(=O)(=O)N2CCOCC2)c1 | -2% |
| Cc1ccc2nc(SCC(=O)c3c[nH]c4ccccc34)[nH]c2c1 | -13% |
| Cc1cc(NC(=O)Cn2c(=O)c3c(ncn3CCC(C)C)n(Cc3ccccc3)c2=O)no1 | 1%[57.5 µM] |
| O=C(N/N=C/C(Br)=C/c1ccccc1)C1CC1 | -2% |
| COc1ccc(NC(=O)COC(=O)C2CC3C=CC2C3)cc1 (centres undefined) | -2% |
| CSc1nc2ccccc2n1CC(=O)Nc1ccc(C)c(C)c1 | 1% |
| O=c1c(Cl)c(N2CCN(c3ccccc3)CC2)cnn1C12CC3CC(CC(C3)C1)C2 | -4% |
| C#CCOCCOCCOCCNc1nc(N2CCN(C(=O)[C@H]([C@@H](C)CC)n3cc([C@@H](N)Cc4ccc(O)cc4)nn3)CC2)nc(N2CCN(C(=O)[C@H]([C@@H](C)CC)n3cc([C@@H](N)Cc4ccc(O)cc4)nn3)CC2)n1 | -1%[57.5 µM] |
| Cc1cccc(C(=O)NC2CCN(S(=O)(=O)c3ccccc3)CC2)c1 | 7% |
| COc1cccc(CNc2ccc(S(N)(=O)=O)cc2)c1OCc1ccccc1F | 1% |
| O=C(CN1c2cccc3cccc(c23)S1(=O)=O)Nc1ccc(S(=O)(=O)N2CCOCC2)cc1 | -7% |
| CCOC(CNC(=O)c1ccc2c(c1)nc(C)n2-c1cccc(F)c1)OCC | 4% |
| CCOC(=O)/C=C(C)\C=C\c1c[nH]c2ccccc12 | -7%[57.5 µM] |
| CC(=O)Nc1ccc(S(=O)(=O)N(C)CC(=O)OCC(=O)NC(C)C23CC4CC(CC(C4)C2)C3)cc1 (centres undefined) | 7% |
| CNC(=O)c1ccc(-n2cccn2)nc1 | -3% |
| O=C(O)/C(=C\c1ccccc1OC(F)F)Sc1nnc(-c2ccc(F)cc2)o1 | 2% |
| COc1ccc(CC(=O)Nc2ccc(-c3ccc4nnc(C)n4n3)cc2)cc1OC | -13% |
| COc1ccc(OC)c(-n2c(SCC(=O)Nc3cccc(S(N)(=O)=O)c3)nc3ccccc3c2=O)c1 | 0%[57.5 µM] |
| N#CCOc1nc(N2CCCCC2)nc(N2CCCCC2)n1 | -3% |
| C/C=C(\C)C(=O)Nc1cccc(C2=NOC3(C2)C[C@H](C(N)=O)N(C(=O)c2cc([N+](=O)[O-])cc([N+](=O)[O-])c2)C3)c1 (some centres undefined) | 12%[57.5 µM] |
| Cc1ccc(-n2c(SCC(=O)N3CCCCC3)nc(O)cc2=O)cc1 | 4%[57.5 µM] |
| COC(=O)c1ccccc1NS(=O)(=O)c1ccc(Cl)nc1 | ? |
| COCCCNC(=S)N/N=C/c1cccc(OC)c1O | 11%[57.5 µM] |
| N#Cc1c(-c2ccccc2)cc(-c2ccccc2)nc1SCC(=O)NCC(=O)O | -2%[57.5 µM] |
| COc1ccccc1N1CCN(C2=Nc3cccc4cccc2c34)CC1 | ? |
| CCOC(=O)c1c(Cc2ccc(Cl)cc2)c[nH]c1C | 4% |
| CCn1c(SCC(=O)N/N=C/c2c[nH]c3ccccc23)nnc1-c1ccc(C(C)(C)C)cc1 | ? |
| O=C(N/N=C/C=C/c1ccco1)c1ccccc1Cl | 3% |
| O=C(O)COc1ccc(C(=O)c2ccccc2)cc1 | 1%[57.5 µM] |
| O=[N+]([O-])c1ccc(/C=N/n2cn[nH]c2=S)cc1 | 4%[57.5 µM] |
| Fc1ccc(COc2ccccc2CNc2nn[nH]n2)cc1 | -3% |
| COc1ccc(C(CNC(=O)COc2ccc(F)cc2Br)N2CCCC2)cc1 (centres undefined) | 16% |
| CCOc1ccc(NC(=O)c2ccccc2SC)cc1 | -1%[57.5 µM] |
| Nc1nc(NCc2ccco2)nc(NCCO)c1[N+](=O)[O-] | -6%[57.5 µM] |
| COc1cccc(/C=C/C(=O)OCC(=O)Nc2ccc(N3CCOCC3)cc2)c1OC | ? |
| CCC(C)[C@@H](C(=O)N1CCNCC1)n1cc(CCCCN)nn1 (some centres undefined) | 2%[57.5 µM] |
| CS(=O)(=O)NNC(=O)Cn1nnc(-c2cc(C(F)(F)F)cc(C(F)(F)F)c2)n1 | -3%[57.5 µM] |
| COc1c(OC(C)=O)ccc(/C=N\NC(=O)c2ccc(Br)cc2)c1[N+](=O)[O-] | -10% |
| O=[N+]([O-])c1ccc2c(c1)CNc1ccccc1O2 | -2% |
| CN1CCN(C(=O)c2cc(Cl)cc(Cl)c2NC(=O)c2ccco2)CC1 | -10% |
| CC(=O)Oc1c(Sc2ccccc2[N+](=O)[O-])c(C)nn1C(C)(C)C | -1% |
| CC(C)(C)N/N=C/c1c(O)n(-c2ccc(Cl)cn2)c(=O)c2ccccc12 | 3% |
| CCOc1ccc(N(C(=O)c2ccccc2Cl)C2=NC(C)(C)CS2)cc1 | -8% |
| COc1ccc(CNC(=O)C2CCCN2)cc1OC (centres undefined) | -3% |
| OC(c1ccccc1)(c1ccccc1)C1CCN(C(=S)NCCc2ccccc2)CC1 | 2% |
| CCS(=O)(=O)N(C)[C@@H]1c2cc(C#N)ccc2OC(C)(C)[C@H]1O | 2%&-3% |
| COc1ccc(N=C2NC(=O)/C(=C/c3ccc(O)c(OC)c3)S2)cc1 | ? |
| COC(=O)CN(c1ccccc1)S(=O)(=O)c1ccc(F)cc1 | 1% |
| Cc1ccc(C)c(N(C(=O)c2nsc(Cl)c2Cl)C(C(=O)NC2CCCC2)c2ccc(O)cc2)c1 (centres undefined) | -1% |
| Cc1nn2c(COc3ccc(NC(=O)C(C)C)cc3)nnc2c2ccccc12 | -3% |
| CSc1ccccc1NC(=O)CN(C)CC(=O)Nc1ccc(Cl)cc1F | -3% |
| Cc1cccc(NC(=O)c2ccc(C(=O)Nc3cccc(C)c3)nc2)c1 | 4% |
| NC(=O)CCn1cnc2ccccc21 | 3%[57.5 µM] |
| COC(=O)c1ccccc1NC(=O)COC(=O)c1ccccc1N=Nc1ccc(N(C)C)cc1 | 14µM* |

Next part.
| compound | ERK EGF inh |
| --- | --- |
| COCCNC(=O)c1c(CSc2ccccc2)noc1C(=O)NCc1ccccc1 | -7%[57.5 µM] |
| O=C(NC12CC3CC(CC(C3)C1)C2)c1ccc(-c2cccc(Cl)c2)o1 | -9% |
| COC(=O)c1cccc(NC(=S)Nc2cccc(Cl)c2Cl)c1 | -13% |
| CCCC12CN3CCN(CC(C3)/C1=N\NC(=O)c1ccc(F)cc1)C2 | 9% |
| C/C(=N\n1c(C)nc2ccccc2c1=O)c1ccc(C)o1 | 2%[57.5 µM] |
| OC1CCN(c2ncnc3nc[nH]c23)CC1 | 7% |
| S=C(NCCc1ccccc1)N/N=C/c1ccc(Cl)cc1 | ? |
| CC(C)(Oc1ccc([C@@H]2CC2(Cl)Cl)cc1)C(=O)O | 17%[25.7 µM] |
| CC(=O)O[C@@H]1C(=O)[C@@]2(C)[C@H](O)C[C@H]3OC[C@]3(OC(C)=O)[C@@H]2[C@H](OC(=O)c2ccccc2)[C@@]2(O)C[C@H](OC(=O)[C@@H](O)[C@@H](NC(=O)c3ccccc3)c3ccccc3)C(C)=C1C2(C)C (stereo in doubt) | -14%[25.7 µM] |
| CCOC(=O)Cc1cnc(NC(=O)CSc2nc(N)cc(N)n2)s1 | 2% |
| CCOc1ccc(NS(=O)(=O)c2ccc(C)c(C(N)=O)c2)cc1 | 19% |

Looked up above.
`COCCNC(=O)c1c(CSc2ccccc2)noc1C(=O)NCc1ccccc1` – ERK EGF inh = -7%[57.5 µM]
`C/C(=N\n1c(C)nc2ccccc2c1=O)c1ccc(C)o1` – ERK EGF inh = 2%[57.5 µM]

Screens from PubChem.

Not all compounds are listed. The share of hits here may be higher or lower than overall.
